Source: PubChem BioAssay (several laboratories)
AP ELISA ortho – orthogonal test for alternative complement pathway inhibitors. Human serum alternative complement pathway, LPS-coated ELISA, C3 deposition; tested in compound mixtures. inhibition, % at 5 µM. actives 0.08% (n = 62,000). AID 1235;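 active means inhibition above 30% in each of the two pooled mixtures holding the compound, so the lower value exceeds 30%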;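 further: 0% = serum in Mg-EGTA without compound and 100% = EDTA serum blank; some compounds past the cut are filed as inactive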
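Assay system: human serum alternative complement pathway, C3 deposition on LPS-coated wells; Dosing: 5 µM per compound in ten-compound mixtures; Detection: Anti-C3 ELISA, OD 450 nm; Buffer or medium: Mg2+-EGTA GVB++ buffer containing human serum at 1:15 dilution; Timing: 1 h at 37 °C; Replication: two different pools per compound.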
HTR1E agonist – activates the human 5-HT1E serotonin receptor; actives 0.69% (n = 65,000); activation, % at 6 µM; CHO 5-HT1E Ga15 NFAT-bla reporter, FRET; 0% DMSO wells, 100% control agonist wells; P28566;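 active means activation above a set limit, the screen-wide mean activation plus 3 SD, cut at about 8.5% in these data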;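 further: 100% = positive control agonist at 1 µM giving full maximal response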
Target sequence (P28566 whole entry, looked up): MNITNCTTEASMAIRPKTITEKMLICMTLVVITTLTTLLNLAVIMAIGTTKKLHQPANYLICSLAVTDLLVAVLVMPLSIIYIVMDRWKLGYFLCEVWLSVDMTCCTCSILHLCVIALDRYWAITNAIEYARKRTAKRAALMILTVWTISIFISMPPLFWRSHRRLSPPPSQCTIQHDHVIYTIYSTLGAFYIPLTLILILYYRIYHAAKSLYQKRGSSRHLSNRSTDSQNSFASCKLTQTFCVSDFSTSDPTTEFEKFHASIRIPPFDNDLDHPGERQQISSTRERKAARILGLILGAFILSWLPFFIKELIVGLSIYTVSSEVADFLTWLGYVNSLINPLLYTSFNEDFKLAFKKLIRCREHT
SF1 activator – activates the human nuclear receptor SF-1 | activation, % at 10 µM | Q13285 | AID 522 | actives 1.9% (n = 65,000) | CHO-K1 Gal4-SF-1 LBD luciferase reporter; % increase over DMSO SF-1-specific signal;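 active means activation above the mean activation of all tested compounds plus 3 SD, cut at about 50% in these data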
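System: CHO-K1 cells with Gal4–hSF-1 LBD chimera plus Gal4-driven luciferase; quantity: 4,000 CHO-K1 cells per well; compound: one dose, 10 µM compound, 1% DMSO; times: 20 h compound treatment, 37 °C; measured by: SteadyLite luciferase luminescence; read-out: percent activation versus DMSO; benchmarks: DMSO and mock-transfected background; replicates: one test per compound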
S1P1 ag pot – agonists and agonism potentiators of human S1P1 receptor; S1P1 CRE-bla cells, forskolin, beta-lactamase FRET, potentiator mode; S1P1 agonist co-added at EC20, 2 nM; 100% = saturating reference agonist, 0% = basal; activation, % at 9.5 µM; AID 449; actives 0.57% (n = 56,000);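 active means activation above a cutoff set at the mean activation of all tested compounds plus 3 SD, cut at about 54% in these data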;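 further: forskolin at 4 µM as EC80 and the EC20 agonist is SEW2871; 100% = SEW2871 at its EC100 plus forskolin at EC80; some compounds past the cut are filed as inactive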
5HT1E antag – antagonists of human 5-HT1E serotonin receptor; P28566; CHO 5-HT1E Ga15 NFAT-bla reporter, FRET, antagonist; inhibition, % at 6 µM; actives 0.99% (n = 65,000); AID 571;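 active means inhibition above a set limit, the mean inhibition across every tested compound plus 3 SD, cut at about 29% in these data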;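 further: signal is the 460 over 535 nm emission ratio of beta-lactamase substrate; 0% = agonist plus DMSO wells and 100% = wells without agonist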
5HT1a antag – blocks the human serotonin 5-HT1a receptor | CHO 5-HT1a Ga15 NFAT-bla reporter, antagonist mode | AID 612 | actives 0.68% (n = 62,000) | inhibition, % at 10 µM | P08908;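 active means inhibition above the mean of all tested compounds plus 3 SD, cut at about 43% in these data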;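 further: receptor stimulated by 5-CT agonist at 100 nM near EC80; beta-lactamase reporter measured by ratiometric fluorescence of a cleavable substrate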
Target sequence (P08908 whole entry, looked up): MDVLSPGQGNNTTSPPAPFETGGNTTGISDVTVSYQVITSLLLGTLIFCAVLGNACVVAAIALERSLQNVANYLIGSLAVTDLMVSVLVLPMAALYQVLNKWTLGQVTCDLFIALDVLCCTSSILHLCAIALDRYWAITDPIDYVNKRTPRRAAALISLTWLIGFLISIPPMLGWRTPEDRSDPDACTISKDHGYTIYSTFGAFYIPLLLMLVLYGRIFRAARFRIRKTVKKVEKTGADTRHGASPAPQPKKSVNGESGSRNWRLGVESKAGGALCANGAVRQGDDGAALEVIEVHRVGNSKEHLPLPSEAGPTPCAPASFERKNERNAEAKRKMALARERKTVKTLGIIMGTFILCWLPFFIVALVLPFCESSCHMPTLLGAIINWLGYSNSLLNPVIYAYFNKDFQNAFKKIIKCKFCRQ
RORA act – activators of human nuclear receptor RORA | CHO-K1 Gal4-RORA LBD luciferase reporter, luminescence; percent increase over mock-subtracted basal signal | AID 560 | activation, % at 10 µM | P35398 | actives 1.5% (n = 65,000);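 active means activation above the mean of all tested compounds plus 3 SD, cut at about 49% in these data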;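 further: 0% = DMSO-treated RORA cells and 100% = added signal equal to DMSO minus mock-transfected cells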
S1P3 agonist – agonists of human S1P3 receptor; Q99500; actives 0.1% (n = 60,000); activation, % at 4.5 µM; S1P3 NFAT-BLA reporter cells, agonism, FRET ratio; relative to 1 µM S1P, basal subtracted; AID 373;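 active means activation above the screen-wide mean plus 3 SD, cut at about 4.5% in these data, passing the limit was not always enough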; further: some compounds called inactive have numbers as strong as hits
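Benchmarks: high control 1 µM S1P / System: stable CHO line with human S1P3, Gα16, NFAT-BLA reporter / Dosing: single compound concentration, 4.5 µM final / Timing: 4 h compound at 37 °C, 2 h substrate at RT / Measured by: FRET β-lactamase substrate fluorescence, excitation 405 nm, 460/535 nm emission ratio, background-subtracted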
Ecoli tolC – growth inhibitors of E. coli BW25113 tolC mutant; AID 573; OD615; growth inhibition, % at 10 µM (by protocol); actives 2.2% (n = 65,000);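 active means growth inhibition at or above a cutoff equal to the mean over every tested compound plus 3 SD, cut at about 60% in these data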;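 further: growth measured after 20 h incubation at 37 °C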
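Test system: E. coli BW25113 ΔtolC::kan bacteria | Medium: Kanamycin-containing LB broth (50 µg/mL) | Dosing: One dose of 10 µM final | Times: 20 h incubation with compound, 37 °C | Detection: Optical density read at 615 nm | Read-out basis: Percent growth inhibition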
Active calls of the source: *; nt = no result given.

SMILES | AP ELISA ortho | HTR1E agonist | SF1 activator | S1P1 ag pot | 5HT1E antag | 5HT1a antag | RORA act | S1P3 agonist | Ecoli tolC
CC(NC(=O)C1CCN(c2nnc(-n3cccc3)s2)CC1)C12CC3CC(CC(C3)C1)C2 (centres undefined) | 6 | -0.6 | 8 | 5 | 4 | 3 | 3 | -0.9 | 30
Cc1sc2nc3c4ccccc4c(NCc4ccco4)nn3c(=O)c2c1C | 14 | -1.6 | -9 | -72 | 7 | 26 | -23 | 0.1 | 4
CCOC(=O)NC(c1ccccc1)C1CCCCC1=O (centres undefined) | 10 | -1.0 | -1 | -26 | -3 | -4 | 2 | -0.4 | -11
Cc1ccc(-c2nnc(N3CCN(S(C)(=O)=O)CC3)c3ccccc23)cc1 | 11 | 0.0 | 12 | -11 | -2 | -2 | 12 | -0.4 | 34
CCOC(=O)C1CCCN(c2cc(=O)n(-c3ccccc3Cl)c(=O)[nH]2)C1 (centres undefined) | 8 | 0.6 | -16 | -37 | -8 | -11 | 7 | -0.7 | -1
Cc1nnc(SCC(=O)N2CCOCC2)n1C | 19 | -0.7 | -8 | -10 | -9 | -6 | -15 | -1.4 | -4
Cn1c(COc2ccccc2)nnc1SCCSc1nnc(COc2ccccc2)n1C | -6 | -0.5 | 0 | nt | 5 | -4 | -4 | nt | 5
CCOCCCNC(=O)CS(=O)(=O)Cc1nc(-c2cccc(OC)c2)oc1C | 11 | -0.4 | 6 | 0 | 0 | 2 | -14 | -0.4 | -6
CC(C)CCn1c(CN2CC(C)OC(C)C2)nc2c1c(=O)n(C)c(=O)n2C (centres undefined) | 8 | 1.5 | 2 | 12 | -2 | -11 | -12 | -0.6 | 0
COc1ccc(CNC(=O)c2cccc(N(C)C)c2)cc1 | 15 | -0.6 | -10 | nt | -11 | -8 | 14 | 0.2 | 2
COCCNC(=O)c1noc2c1CCc1cc(OC)ccc1-2 | 12 | -1.8 | 72* | -22 | 4 | -3 | 36 | -0.9 | 1
CCn1c(=NC(=O)CN2C(=O)CCC2=O)sc2c(OC)ccc(OC)c21 | 10 | 0.6 | -4 | -49 | 24 | 9 | -14 | -0.3 | 1
N#Cc1c(/N=C/c2ccco2)sc2c1CCC2 | -8 | -0.4 | 29 | -7 | -2 | 5 | -13 | -0.2 | 2
c1ccc2sc(N3CCN(Cc4nnnn4CC4CCCO4)CC3)nc2c1 (centres undefined) | -23 | -0.9 | 8 | -6 | -8 | -2 | 3 | -0.6 | 10
Cc1nc(NCCc2cnc[nH]2)c2oc3ccccc3c2n1 | 10 | 1.6 | -2 | nt | -3 | -7 | -19 | nt | -14
CS(=O)(=O)N(CC(=O)NCc1ccco1)Cc1ccc(Cl)cc1 | -1 | 0.0 | 1 | 9 | -3 | -6 | -10 | -0.7 | -10
O=C(Nc1ccc(-c2nnco2)cc1)c1ccccc1 | 6 | -0.3 | 6 | 0 | -2 | 4 | 12 | -1.4 | -20
Cc1c(Nc2ncnc3nc[nH]c23)c(=O)n(-c2ccccc2)n1C | 2 | 0.3 | -5 | 16 | -11 | 0 | 0 | -1.1 | -3
CCn1ncc(C2=NOC(C(=O)NCc3ccc(OC)cc3)C2)c1C (centres undefined) | 12 | -1.2 | 24 | -2 | -9 | 3 | 13 | -0.9 | -5
O=C(COCCOCC(=O)N(c1ccccn1)C1CCCCC1)N(c1ccccn1)C1CCCCC1 | 9 | 0.5 | -3 | nt | -7 | -1 | 1 | nt | 8
Oc1cccc(Nc2ncnc3ccccc23)c1 | 6 | 0.2 | 7 | -8 | 10 | -8 | -4 | -1.0 | 1
COc1ccc(CC(=O)Nc2cc(=O)n(C)c(=O)n2C)cc1 | 21 | 0.7 | 4 | -30 | 0 | -26 | -1 | 0.5 | -8
COc1cc(-c2nnc(-c3ccc(N4CCOCC4)cc3)o2)cc(OC)c1OC | -10 | 0.7 | 13 | -19 | 1 | -18 | -17 | 0.1 | -2
CCN1CCN(C(CNS(=O)(=O)c2ccc(OC)cc2)c2cccnc2)CC1 (centres undefined) | 13 | -0.4 | -8 | -10 | 9 | 4 | 11 | 0.2 | -15
CCC(=O)N1CCc2cc(Br)cc(S(=O)(=O)N3CCCCCC3)c21 | 10 | -1.4 | -5 | nt | 4 | 1 | -10 | nt | 31
Cc1ccccc1OCC(=O)NCCN1CCCC1 | 10 | -1.3 | 13 | 5 | -5 | -2 | -4 | -0.7 | -9
COc1ccc(CCN=CC2=C(O)CCCC2=O)cc1OC | 0 | -0.5 | -2 | -17 | 0 | 4 | -4 | -1.9 | -4
COc1cccc(OCC(=O)N(Cc2nc(-c3ccc(Cl)cc3)no2)C(C)C)c1 | 5 | -0.4 | -4 | -11 | 8 | 11 | -6 | -0.1 | 63*
CSc1nc(-c2ccccc2O)nc(-c2ccccc2O)n1 | 9 | 0.1 | -11 | -7 | -15 | 18 | 32 | -1.7 | -16
Cc1cc2c(c(Sc3ccccc3)n1)C(=O)OC2 | 18 | -0.7 | -9 | 1 | -4 | -9 | -16 | -0.8 | -19
O=C(CN1CCOCC1)N1CCN(c2nnc(-c3ccccc3)c3ccccc23)CC1 | 17 | -0.6 | 6 | -20 | -10 | -6 | -15 | 0.5 | 14
CN1C(=O)CC(N2CCN(C(c3ccccc3)c3ccccc3)CC2)C1=O (centres undefined) | 13 | -0.4 | 4 | nt | -15 | 9 | 0 | -0.4 | -5
CCOC(=O)c1[nH]c(=O)[nH]c1CSc1nc(C)cc(C)n1 | -6 | -0.4 | -1 | nt | 7 | 4 | -1 | -1.3 | 0
CCOc1ccccc1NC(=O)NC1(C(=O)N2CCN3CCCC3C2)CCCCC1 (centres undefined) | 9 | -0.3 | 15 | -23 | 5 | 3 | -11 | -0.2 | -3
COc1ccc(O)c(C(=O)c2cc(C#N)c(=O)n(-c3c(C)n(C)n(-c4ccccc4)c3=O)c2)c1 | 6 | -0.4 | 6 | 3 | -8 | -6 | 6 | -1.2 | -5
O=C1c2ccccc2C(=O)N1c1nc(-c2cccs2)cs1 | 7 | 0.2 | 5 | -14 | -9 | -13 | 12 | 0.5 | 16
Cc1ccc(C(c2sc3nc(C)nn3c2O)N2CC(C)OC(C)C2)cc1 (centres undefined) | 10 | -0.2 | 13 | 0 | 5 | 8 | 19 | -0.5 | -2
CCC(c1nnnn1Cc1ccco1)N(Cc1cc2cc(C)cc(C)c2[nH]c1=O)CC1CCCO1 (centres undefined) | 1 | -1.4 | 1 | -4 | -6 | -3 | -16 | -1.1 | 3
CC1(C)CC(=O)C=C(N2CCN(C3=CC(=O)CC(C)(C)C3)CC2)C1 | 11 | -0.1 | 4 | -10 | -3 | -2 | -18 | -1.1 | -9
CC(C)CCNC(=O)NC(=O)CSc1nnc(COc2ccccc2Cl)o1 | 8 | -0.7 | 11 | 17 | -8 | 5 | 2 | -1.3 | 32
CCc1cccc2c(C#N)cn(CCOc3ccccc3OC)c12 | 20 | 2.0 | -22 | -8 | 7 | 36 | -7 | -0.5 | -7
O=C(NCCN1C(=O)C2C3C=CC(C3)C2C1=O)Nc1ccc(Br)cc1 (centres undefined) | 3 | 0.8 | 84* | -3 | 8 | -1 | 84* | -0.1 | -21
CCNC(=O)CP(=O)(c1ccccc1)c1ccccc1 | 15 | -0.2 | -13 | -16 | 8 | 0 | -4 | -1.3 | -11
COc1cc(C2C(C(=O)c3ccc(C)o3)=C(O)C(=O)N2CCc2ccccc2)ccc1O (centres undefined) | 4 | 0.2 | 9 | nt | 1 | -1 | 12 | nt | 5
Cc1noc(C)c1S(=O)(=O)N(CC(=O)NCc1ccc2c(c1)OCO2)c1ccc(C(C)C)cc1 | 9 | 0.6 | -32 | 6 | 4 | 6 | 27 | -2.2 | 26
O=C(NCCN1CCOCC1)c1nn2c(c1Cl)NC(c1ccccc1)CC2C(F)(F)F (centres undefined) | 17 | 0.6 | 4 | -7 | -6 | -5 | -20 | 0.4 | -9
CCOC(=O)c1sc(NC(=O)CSc2nnc(-c3ccco3)n2CC)c(C(=O)OCC)c1C | 6 | 0.6 | 28 | 19 | 10 | 11 | 0 | 0.0 | 31
COC(=O)Cc1c(C)c2ccc(OCC(=O)NCc3ccc4c(c3)OCO4)cc2oc1=O | 5 | -0.1 | 0 | -2 | 4 | 12 | -9 | -1.3 | -11
COCCn1c(-c2cc(OC)c(OC)c(OC)c2)nc2oc3ccccc3c(=O)c2c1=O | 6 | 0.7 | -4 | -34 | 10 | 2 | 1 | -0.4 | -2
O=S(=O)(Nc1cccc2ccccc12)N1CCCC1 | 20 | -0.1 | -4 | 15 | -1 | 3 | -16 | -1.4 | 6
COc1ccc(CCNC(=O)c2c[nH]c3ccccc3c2=O)cc1OC | 19 | -0.2 | 12 | -19 | 6 | -21 | -13 | -0.8 | 2
CC(=O)c1cc(C(=O)Nc2ccccc2C(=O)O)oc1C | 2 | 0.8 | 14 | -11 | -14 | 0 | -20 | 0.6 | -1
O=C(Nc1ccccc1)NC1(C(=O)NCCCN2CCOCC2)CCCCC1 | 0 | 0.0 | 20 | 15 | 9 | -6 | -11 | -1.0 | -20
Cc1ccc2nc(C3CCN(C(=O)NCc4ccccc4)CC3)[nH]c2c1 | 1 | -0.9 | 17 | -16 | -6 | 2 | 15 | -0.9 | -12
Oc1c(Cl)cc(Cl)cc1CNc1ccc(Br)cn1 | -19 | -1.1 | 20 | -4 | -3 | nt | -5 | -2.1 | -8
Cc1cc(C)c2c(CN3CCN(Cc4ccc5c(c4)OCO5)CC3)cc(=O)oc2c1C | 9 | 0.1 | 1 | -14 | 3 | -5 | 6 | -0.7 | 21
COC(=O)c1cc(OC)c(OCc2cc(C(=O)OC)oc2C)c(OC)c1 | 9 | 0.6 | -3 | -9 | -4 | 9 | 19 | -0.4 | 4
COC(=O)Cn1nc(-c2ccc(C)c(S(=O)(=O)N(C)C)c2)c2ccccc2c1=O | 3 | 0.2 | 7 | -5 | 9 | 9 | 6 | -1.2 | 13

Quoted at random: 2 entries already listed.
SMILES | AP ELISA ortho | HTR1E agonist | SF1 activator | S1P1 ag pot | 5HT1E antag | 5HT1a antag | RORA act | S1P3 agonist | Ecoli tolC
Cc1c(Nc2ncnc3nc[nH]c23)c(=O)n(-c2ccccc2)n1C | 2 | 0.3 | -5 | 16 | -11 | 0 | 0 | -1.1 | -3
O=C(NCCN1CCOCC1)c1nn2c(c1Cl)NC(c1ccccc1)CC2C(F)(F)F (centres undefined) | 17 | 0.6 | 4 | -7 | -6 | -5 | -20 | 0.4 | -9
